HSP90 inh: HSP90 refolding inhibition in rabbit reticulocyte lysate; inhibition, % at 5.6 µM; hit rate 0.91% among 290,000; luciferase refolding luminescence, 3 h;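 active = inhibition above the screen-wide mean plus 3 SD, computed separately per campaign, cut at about 16% in these data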;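 also: 0% = DMSO wells and 100% = 60 µM geldanamycin wells; inhibitors lower the luminescence because luciferase stays unfolded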
HSF1 activator: increases HSF-1 driven luciferase reporter signal | activation, % at 9 µM | NIH3T3-HGL HSF-1 luciferase reporter, MG132, 8 h; 100% = twice DMSO control signal | hit rate 1.7% among 300,000 | AID 504408;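 active = mean replicate activation of at least 50% with a set share of replicates each reaching 50%; inconclusive = only one of those two conditions met; inactive = mean below 50% and too few replicates reaching it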;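 also: 0% = median of the neutral control wells and 100% = twice that signal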
Platelet DG rel: modulates dense granule release in human platelets; inhibition, %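 (compounds screened at 7.5 µM in platelet-rich plasma)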; human platelet-rich plasma, SFLLRN dense granule ATP release, luminescence; hit rate 0.22% among 300,000;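 active = mean replicate score, as percent of positive control, at or above 50; inconclusive = mean below 50 but at least one replicate at or above 50; inactive = mean and every replicate below 50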
AI-2 QS modul: modulators of Vibrio harveyi AI-2 quorum sensing system. hit rate 0.4% among 300,000. activity change, % at 7.5 µM. Vibrio harveyi JMH597 AI-2 luminescence/OD600 ratio, 9 h; hits give low values; strain lacks LuxN and CqsS sensors; 0 = neutral-control median. AID 2094; in the data active = activity change below about -75%, passing the limit was not always enough; inconclusive = no clear call, values can overlap the other calls;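 also: luminescence divided by OD600 gain over 9 h not by final OD600 alone; inactives centre near 13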
HIF activator: HIF pathway transcriptional activation | U2OS HRE-luciferase reporter, luminescence; normalized: DMSO 0%, desferrioxamine 100% | activation, % at 7.5 µM (by protocol) | hit rate 0.32% among 300,000 | AID 1910;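 active = mean activation of at least 10% of the iron chelator positive control signal, with at least half of replicates also reaching 10%; inconclusive = mean and replicate majority disagree about reaching 10%; inactive = mean and most replicates under 10%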
HSF1 inh: HSF1 inhibition. NIH3T3-HGL HSE-luciferase, MG132-induced, luminescence 8 h; hits give low values. activity change, negative = inhibition, % at 7.5 µM (by protocol). hit rate 0.77% among 300,000. AID 2098;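 active = more than half of replicate wells show activity change below -50%, luminescence cut by over half; inconclusive = some wells, but at most half, below -50%; inactive = no replicate well below -50%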;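 also: luciferase reports HSF-1 transcriptional activity via heat shock element; 0% = median of DMSO wells and -100% = zero luminescence signal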
HDAC3 inhib: human HDAC3 inhibition | recombinant HDAC3, fluorogenic peptide/trypsin coupled, fluorescence | hit rate 0.15% among 320,000 | O15379 | inhibition, % at 8.3 µM; in the data active = inhibition above about 26%, passing the limit was not always enough; inconclusive = no clear call, values can overlap the other calls
Target sequence (O15379 whole entry, looked up): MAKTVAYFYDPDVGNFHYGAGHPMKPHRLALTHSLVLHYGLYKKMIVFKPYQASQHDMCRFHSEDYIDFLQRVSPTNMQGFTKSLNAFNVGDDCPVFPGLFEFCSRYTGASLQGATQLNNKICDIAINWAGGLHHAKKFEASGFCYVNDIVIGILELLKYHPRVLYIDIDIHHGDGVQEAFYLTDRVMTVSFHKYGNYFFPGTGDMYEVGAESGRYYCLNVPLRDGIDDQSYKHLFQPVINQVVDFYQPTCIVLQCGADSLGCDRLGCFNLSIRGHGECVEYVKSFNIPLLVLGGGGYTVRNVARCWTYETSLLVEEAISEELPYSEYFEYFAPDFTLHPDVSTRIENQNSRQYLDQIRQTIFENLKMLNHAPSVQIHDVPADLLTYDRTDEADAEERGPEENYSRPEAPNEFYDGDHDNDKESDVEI
IEC-6 tox: counter-screen for KLF5 inhibitors: cytotoxicity in IEC-6 cells; hit rate 0.78% among 290,000; AID 1825; IEC-6 cytotoxicity, luminescence viability; inhibition, % at 5 µM; in the data active = inhibition above about 22%;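 also: 0% = plate median of test compound wells and 100% = cytotoxic reference compound wells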
KLF5 inhibitor: inhibitors of KLF5 expression | DLD-1 KLF5 promoter-luciferase reporter, luminescence | inhibition, % at 5 µM | hit rate 0.23% among 290,000 | AID 1700;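 active = inhibition above a per-plate limit of that plate's mean compound inhibition plus 3 SD, cut at about 60% in these data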;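 also: 0% = DMSO wells and 100% = LY294002 at 200 µM; higher means less KLF5 promoter-driven luciferase light; inactives centre near -14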
aSyn 5UTR inh: 5' untranslated region of α-synuclein, MLPCN primary screen. hit rate 0.82% among 300,000. inhibition, % (tested at 7.5 µM). AID 1813. alpha-synuclein 5'UTR reporter, inhibitor activity; in the data active = inhibition above about 60%; inconclusive = no clear call, values can overlap the other calls;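 also: H4 neuroglioblastoma cells stably carrying SNCA 5'UTR luciferase fusion; 0% = DMSO wells and 100% = positive control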
* hit, by the source's call; u = inconclusive; x = no result given.

SMILES	HSP90 inh	HSF1 activator	Platelet DG rel	AI-2 QS modul	HIF activator	HSF1 inh	HDAC3 inhib	IEC-6 tox	KLF5 inhibitor	aSyn 5UTR inh
N#C/C(=C/C=C/c1ccccc1)C(=O)Nc1ccccc1	4	20	-4	x	0.4	23	4	2	-33	-109
OC(COc1ccc2ccccc2c1Cl)CN1CCOCC1 (stereo unspecified)	-2	26	-2	x	2.2	19	6	3	-75	-150
Cc1cc(NC(=O)CCSc2nc(-c3ccco3)cc(C(F)(F)F)n2)n(-c2ccccc2)n1	-1	4	0	5	-0.3	2	4	1	-26	18
CCCOc1ccccc1/C=C1\SC(N2CCCCC2)=NC1=O	2	25	9	1	-11	20	9	1	-84	-16
CCSc1nnc(NC(=O)C2C3C=CC(C3)C2C(=O)O)s1 (stereo unspecified)	1	-16	1	13	-0.3	-5	1	-3	-42	7
CC(C)COc1ccc2[nH]c3c(c2c1)CCCC3=O	0	x	-4	43	-0.2	x	-1	-1	-22	46
CCn1c2ccccc2c2cc(NC(=O)c3cc(OC)cc(OC)c3)ccc21	1	-31	-2	29	0.0	-20	-3	10	-12	101*
O=C(c1cc2c(s1)-c1ccccc1S(=O)(=O)C2)N1CCCC1	4	-12	-2	31	0.7	-4	2	4	-14	-29
Cc1cnnc2ccc3c(no[n+]3[O-])c12	4	-6	1	15	-0.2	-1	5	-2	-31	-93
O=C(O)CCC(=O)N1CC=C(c2ccccc2)CC1	9	-23	3	17	-1.4	-22	-4	-6	5	-45
O=C(NC1CCCC1)C(c1cccs1)N(Cc1ccco1)C(=O)c1csnn1 (stereo unspecified)	1	-11	-5	13	-0.9	0	5	-8	1	-19
Clc1ccc(OCc2nn3c(C4CCCCC4)nnc3s2)cc1	-4	11	4	39	0.2	9	-1	-4	-2	10
O=C(N/N=C/c1cc(Br)c(Br)s1)c1ccncc1	3	-26	3	34	0.8	-18	0	0	-22	84*
CC1=NN(C(=O)c2ccc(Br)cc2)C(O)(c2ccccc2)C1 (stereo unspecified)	3	u	-2	18	-0.2	26	1	3	-14	-4
COc1cc(C2Nc3ccccc3NC3=C2C(=O)CC(c2ccc(OC)c(OC)c2)C3)ccc1O (stereo unspecified)	4	0	-10	10	-0.5	-2	5	1	-15	-1
CCOc1ncccc1C(=O)OCC(=O)Nc1ccc(-c2nc3ccc(C)cc3s2)cc1	0	-18	-9	19	-1.9	-17	-9	-12	-78	24
CCCCN(C)C(=O)c1cn(C)c2ccc(S(=O)(=O)N3CCC(C)CC3)cc2c1=O	1	-14	-6	33	0.5	-4	-4	3	-12	-2
CCCCCCC1C(C#N)=C(N)OC2=C1C(=O)CC(C)(C)C2 (stereo unspecified)	-2	2	-22	6	-0.3	3	1	1	-12	-9
CCn1c(C)nc2cc(C(=O)N/N=C/c3ccc(OC)c(O)c3)ccc21	-5	4	6	21	-0.1	-8	4	-16	12	28
CC1CN(c2nc3ccccn3c(=O)c2/C=C(\C#N)C(=O)N2CCOCC2)CC(C)O1 (stereo unspecified)	2	4	5	17	18*	3	1	2	-19	10
Nn1c(Nc2ccccc2)nc2sc3c(c2c1=O)CCC3	-2	50	0	34	1.7	29	x	22*	-36	-61
O=C(c1ccccc1)c1cccc(NC(=O)c2ccc(Br)o2)c1	6	13	6	-8	3.7	10	4	8	17	-90
COc1ccc(-c2cc(=O)c3cc(OC)ccc3o2)cc1	2	19	-3	3	2.5	19	-11	3	-107	-39
O=S(=O)(c1ccccc1)N1CCN(C/C=C/c2ccccc2)CC1	6	27	0	7	-0.6	11	0	-1	-36	26
COc1ccc(S(=O)(=O)Nc2c(C)c(C)cc3c2ncn3C)cc1	1	-8	1	25	0.1	-2	-2	0	-16	2
CCN1CCN(c2nc3c(c(=O)[nH]c(=O)n3C)n2Cc2ccccc2)CC1	2	17	1	-1	-1.2	3	3	4	-18	-6
CC(NC(=S)NC1CCCCC1)c1ccccc1 (stereo unspecified)	4	-17	-4	18	-0.3	-7	-7	-3	-5	18
COc1cccc(CNC(=O)CCC2CCCN(C(=O)c3ccc(OC)o3)C2)c1 (stereo unspecified)	5	9	21	23	1.2	8	5	-6	-26	-23
COc1cccc(-n2nnc3c(=O)n(CC(=O)Nc4ccc(C)cc4)cnc32)c1	-2	-2	-5	9	-0.3	-8	-4	0	-29	3
CC(C(=O)NCCc1ccc(F)cc1)N1CCN(Cc2ccccc2)CC1 (stereo unspecified)	-2	8	0	16	-1.1	2	-2	-7	-21	-37
CCCCOC(=O)CSCC(=O)N1N=C(c2cccs2)CC1c1ccc(F)cc1 (stereo unspecified)	0	0	2	26	-0.5	1	-13	-7	-14	-20
Cc1ccc(C)c(S(=O)(=O)c2c(N)n(/N=C/c3ccco3)c3nc4ccccc4nc23)c1	1	52*	-2	9	-37	25	-12	4	-1	34
Cn1nccc1C(=O)N/N=C/c1ccccc1[N+](=O)[O-]	2	11	5	18	2.7	14	0	2	-75	-89
O=C(CCCN1C(=O)S/C(=C\C=C\c2ccccc2)C1=O)Nc1ccc(C(=O)O)cc1	-7	28	-3	40	0.1	10	-3	-3	-31	13
O=C(COC(=O)/C=C/c1cccs1)NC(=O)Cc1ccccc1	5	-6	4	-5	0.2	-5	1	8	0	-1
Cc1cc(OC(=O)c2cccc(Cl)c2)c([N+](=O)[O-])c(=O)[nH]1	-4	-7	-12	14	0.3	-15	-9	-11	-20	21
O=C(N/N=C/c1ccc2ncccc2c1)c1ccco1	31*	4	14	37	-0.2	-7	10	-3	-32	37
O=C1N(Cc2cccc(Cl)c2)C[C@@H]2C[C@@H](c3ccc4nonc4c3)N3CCC[C@@]123	3	-4	-4	6	-0.2	-4	4	12	3	9
N=c1sccn1CC(=O)Nc1ccccc1Sc1ccccc1	-1	-5	4	-4	0.1	-4	6	6	-10	7
CCOC(=O)C(C)n1cnc2c(cnn2-c2ccc(Cl)cc2)c1=O (stereo unspecified)	5	31	0	16	1.7	12	-2	8	-22	-135

Given in CSV form: entries from further up.
mol,HSP90 inh,HSF1 activator,Platelet DG rel,AI-2 QS modul,HIF activator,HSF1 inh,HDAC3 inhib,IEC-6 tox,KLF5 inhibitor,aSyn 5UTR inh
COc1cccc(-n2nnc3c(=O)n(CC(=O)Nc4ccc(C)cc4)cnc32)c1,-2,-2,-5,9,-0.3,-8,-4,0,-29,3
CC(C(=O)NCCc1ccc(F)cc1)N1CCN(Cc2ccccc2)CC1 (stereo unspecified),-2,8,0,16,-1.1,2,-2,-7,-21,-37
CCCCOC(=O)CSCC(=O)N1N=C(c2cccs2)CC1c1ccc(F)cc1 (stereo unspecified),0,0,2,26,-0.5,1,-13,-7,-14,-20
Cc1ccc(C)c(S(=O)(=O)c2c(N)n(/N=C/c3ccco3)c3nc4ccccc4nc23)c1,1,52*,-2,9,-37,25,-12,4,-1,34
Cn1nccc1C(=O)N/N=C/c1ccccc1[N+](=O)[O-],2,11,5,18,2.7,14,0,2,-75,-89
O=C(CCCN1C(=O)S/C(=C\C=C\c2ccccc2)C1=O)Nc1ccc(C(=O)O)cc1,-7,28,-3,40,0.1,10,-3,-3,-31,13
O=C(COC(=O)/C=C/c1cccs1)NC(=O)Cc1ccccc1,5,-6,4,-5,0.2,-5,1,8,0,-1
Cc1cc(OC(=O)c2cccc(Cl)c2)c([N+](=O)[O-])c(=O)[nH]1,-4,-7,-12,14,0.3,-15,-9,-11,-20,21
O=C(N/N=C/c1ccc2ncccc2c1)c1ccco1,31*,4,14,37,-0.2,-7,10,-3,-32,37
O=C1N(Cc2cccc(Cl)c2)C[C@@H]2C[C@@H](c3ccc4nonc4c3)N3CCC[C@@]123,3,-4,-4,6,-0.2,-4,4,12,3,9
N=c1sccn1CC(=O)Nc1ccccc1Sc1ccccc1,-1,-5,4,-4,0.1,-4,6,6,-10,7
CCOC(=O)C(C)n1cnc2c(cnn2-c2ccc(Cl)cc2)c1=O (stereo unspecified),5,31,0,16,1.7,12,-2,8,-22,-135

Going on with the list:
SMILES	HSP90 inh	HSF1 activator	Platelet DG rel	AI-2 QS modul	HIF activator	HSF1 inh	HDAC3 inhib	IEC-6 tox	KLF5 inhibitor	aSyn 5UTR inh
COc1ccc(/C(C)=N/NC(=O)c2ccc(CSc3cccc4cccnc34)cc2)cc1OC	-2	-3	5	21	1.9	4	5	0	12	15
CCOc1cccc(-c2nnc3sc(COc4ccc(C)cc4)nn23)c1	0	-12	-9	0	0.1	-3	-3	-4	-8	-4
COc1cccc(CNc2ccc3[nH]c(=O)[nH]c3c2)c1OCc1ccccc1	-1	33	8	-2	-1.0	6	3	-3	-11	-2
O=C1CCc2cc(S(=O)(=O)NC3CCCCC3)cc3c2N1CC3	x	6	1	4	0.0	0	-2	x	x	7
NC(=O)C1CCN(CCCNC2CC(=O)N(Cc3ccc(N4CCCC4=O)cc3)C2=O)CC1 (stereo unspecified)	3	-2	5	11	0.0	-1	6	0	-71	3
N#CCOc1ccc(C2=NO[C@@H]3[C@@H]4C[C@@H]([C@H]5C(=O)N(c6ccc7c(c6)OCO7)C(=O)[C@@H]45)[C@H]23)cc1	0	-4	-10	8	-0.4	-16	-5	0	-12	-9
O=C(NNC(=S)NC1CCCCC1)c1sc2ccccc2c1Cl	0	17	1	16	0.6	14	6	-3	-6	-6
CN(C)c1ccc(C(CNC(=O)c2ccccc2)c2c[nH]c3ccccc23)cc1 (stereo unspecified)	-2	u	14	20	0.2	15	6	-1	-5	-3
CC(=O)Nc1ccc(NC(=O)c2c(-c3ccccc3)noc2C)cn1	-4	-6	-8	8	-0.1	-9	-2	4	-31	-17
Cn1c(=O)cc(NCc2ccccc2)[nH]c1=O	2	-4	7	7	0.0	-6	u	3	-23	6
Cc1cc(C)cc(OCC(=O)OCC(=O)N2CCc3ccccc32)c1	x	-3	-2	4	-0.7	5	5	x	x	-7
COc1ccc(/C=C(\C#N)C(=O)Nc2cc(C)c(Cl)cc2OC)cc1O	5	-74	5	6	-0.4	-64*	0	2	4	-35
O=C(CSc1nc(O)cc(=O)[nH]1)N1c2ccccc2CCc2ccccc21	-1	-12	6	35	0.2	-2	3	2	-13	-29
COc1cc(CCC(=O)N2CCN(S(=O)(=O)c3ccc(C)c(C)c3)CC2)cc(OC)c1OC	3	x	x	x	x	x	11	2	7	x

Rewritten field by field: part of the list above
> CN(C)c1ccc(C(CNC(=O)c2ccccc2)c2c[nH]c3ccccc23)cc1 (stereo unspecified)
  HSP90 inh = -2; HSF1 activator = u; Platelet DG rel = 14; AI-2 QS modul = 20; HIF activator = 0.2; HSF1 inh = 15; HDAC3 inhib = 6; IEC-6 tox = -1; KLF5 inhibitor = -5; aSyn 5UTR inh = -3
> COc1cccc(CNc2ccc3[nH]c(=O)[nH]c3c2)c1OCc1ccccc1
  HSP90 inh = -1; HSF1 activator = 33; Platelet DG rel = 8; AI-2 QS modul = -2; HIF activator = -1.0; HSF1 inh = 6; HDAC3 inhib = 3; IEC-6 tox = -3; KLF5 inhibitor = -11; aSyn 5UTR inh = -2
